BoNT-F LC inh – inhibitors of Botulinum neurotoxin F light chain protease. Multiplex microsphere protease cleavage assay, flow cytometry. inhibition, % at 10 µM. actives 0.22% (n = 360,000). AID 588497; in the data active = inhibition above about 35%, passing the limit was not always enough; inconclusive = no clear call, values can overlap the other calls; note: plate controls were buffer without enzyme for full effect and enzyme alone for no effect
PfHsp40 yeast – restores yeast growth despite PfHsp40 toxicity | S. cerevisiae expressing PfHsp40, growth rescue, ATP luminescence | actives 0.68% (n = 340,000) | growth rescue, % at 12.5 µM; in the data active = growth rescue above about 28%, passing the limit was not always enough; inconclusive = no clear call, values can overlap the other calls;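 note: yeast W303a lacking pdr1 and pdr3 grown in galactose medium; growth measured after three days at 30 °C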
UGM FP inh – inhibitors of M. tuberculosis UDP-galactopyranose mutase | P9WIQ1 | purified UGM, fluorescence polarization probe displacement | inhibition, % at 10 µM | actives 0.06% (n = 320,000) | AID 504406; in the data active = inhibition above about 10%, passing the limit was not always enough; inconclusive = no clear call, values can overlap the other calls
Target sequence (P9WIQ1 whole entry, looked up): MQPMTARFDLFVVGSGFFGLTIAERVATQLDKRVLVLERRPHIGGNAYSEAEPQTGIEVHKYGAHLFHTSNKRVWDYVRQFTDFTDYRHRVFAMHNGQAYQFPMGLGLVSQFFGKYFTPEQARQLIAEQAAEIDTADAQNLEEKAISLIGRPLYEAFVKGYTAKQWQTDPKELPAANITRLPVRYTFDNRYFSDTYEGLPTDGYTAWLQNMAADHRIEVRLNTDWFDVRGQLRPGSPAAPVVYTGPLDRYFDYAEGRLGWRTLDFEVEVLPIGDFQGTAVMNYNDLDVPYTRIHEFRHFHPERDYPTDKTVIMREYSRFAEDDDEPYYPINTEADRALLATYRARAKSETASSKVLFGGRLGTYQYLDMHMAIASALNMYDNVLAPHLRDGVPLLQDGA
BoNT A protease – inhibitors of Botulinum neurotoxin A light chain protease; multiplex microsphere protease substrate cleavage, flow cytometry; AID 588499; inhibition, % at 10 µM; actives 0.17% (n = 360,000); note: plate controls were buffer without enzyme for full effect and enzyme alone for no effect
Anthrax LF inh2 – inhibitors of Bacillus anthracis lethal factor protease | P15917 | multiplex microsphere protease cleavage assay, LF | actives 0.12% (n = 360,000) | inhibition, % at 10 µM; note: plate controls were buffer without enzyme for full effect and enzyme alone for no effect
Mtb FBA inh – Mtb fructose-bisphosphate aldolase inhibition. purified M. tuberculosis FBA, fluorescence read-out. inhibition, % at 1 µM. AID 588726. actives 2.3% (n = 360,000). P9WQA3; in the data active = inhibition above about 27%;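 note: 0% = vehicle and 100% = reference inhibitor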
Target sequence (P9WQA3 whole entry, looked up): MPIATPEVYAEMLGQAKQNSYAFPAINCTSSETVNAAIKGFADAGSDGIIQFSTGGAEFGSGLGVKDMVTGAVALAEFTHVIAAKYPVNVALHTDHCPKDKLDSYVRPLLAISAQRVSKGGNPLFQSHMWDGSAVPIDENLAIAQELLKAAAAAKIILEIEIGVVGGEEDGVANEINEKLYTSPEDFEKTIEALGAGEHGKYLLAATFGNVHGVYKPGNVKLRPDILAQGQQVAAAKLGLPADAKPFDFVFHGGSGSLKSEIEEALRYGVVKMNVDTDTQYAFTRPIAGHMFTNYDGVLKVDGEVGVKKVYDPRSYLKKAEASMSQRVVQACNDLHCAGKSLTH
FadD28 binding – inhibitors of Mycobacterium tuberculosis FadD28 bisubstrate binding; FadD28 bisubstrate probe binding, fluorescence polarization; inhibition, % at 12.5 µM; actives 0.22% (n = 360,000); AID 588549; in the data active = inhibition above about 8.5%, passing the limit was not always enough; inconclusive = no clear call, values can overlap the other calls
GDH-TPI counter – inhibits GDH-TPI coupling enzymes, artifact for Mtb FBA screen. inhibition, % at 4.8 µM. GDH-TPI coupled enzyme counterscreen, NADH absorbance. actives 1.2% (n = 360,000); in the data active = inhibition above about 30%;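 note: 0% = DMSO wells and 100% = wells lacking the enzyme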
BioA inh – blocks M. tuberculosis BioA enzyme activity | actives 0.096% (n = 360,000) | inhibition, % at 9.99 µM | AID 602481 | purified M. tuberculosis BioA enzyme, plate reader; in the data active = inhibition above about 40%; inconclusive = no clear call, values can overlap the other calls
The depositor's hits bear a star; ? = inconclusive; / = not tested or not shown. Cut-off read from the data, not from the text of the source, unless noted: active = inhibition above about 30%; inconclusive = no clear call, values can overlap the other calls; inactive = below that.

SMILES | BoNT-F LC inh | PfHsp40 yeast | UGM FP inh | BoNT A protease | Anthrax LF inh2 | Mtb FBA inh | FadD28 binding | GDH-TPI counter | BioA inh
CC12C(=O)N(c3ccccn3)C(=O)C1C1C=CC2C1 (stereo unspecified) | -6.0 | 0.0 | 1.2 | -0.2 | -4.4 | 5.0 | -1.2 | 5.9 | -1.6
CC(NC(=O)COC(=O)c1ccc([N+](=O)[O-])o1)c1ccccc1 (stereo unspecified) | 5.7 | 1.1 | -1.3 | -0.1 | 0.6 | -0.1 | 1.2 | 10.8 | 1.3
CS(=O)(=O)N(CC(=O)N1CCC(C(N)=O)CC1)Cc1ccc(Cl)c(Cl)c1 | ? | 1.3 | -1.1 | 0.9 | 6.8 | -0.2 | -2.8 | 7.0 | -0.8
N#C/C(=C/Nc1ccccc1F)S(=O)(=O)c1ccc(Cl)cc1 | ? | -1.0 | 1.7 | -0.5 | 5.4 | -1.9 | -1.7 | -0.3 | /
CC(C)CNc1nc(N)c([N+](=O)[O-])c(NCc2ccccc2)n1 | 14.6 | 0.2 | -0.3 | 0.5 | -5.9 | -1.3 | 1.6 | 12.5 | -0.8
COc1ccc(/C=C/C(=O)OCCCN(C)C)cc1 | -3.5 | 9.4 | 4.0 | 0.4 | -2.5 | 0.5 | -0.2 | 7.5 | /
CCC1CN(C(=O)NCc2ccc(F)cc2)c2ccccc2O1 (stereo unspecified) | ? | 2.3 | 0.1 | 0.4 | -4.5 | 0.2 | -4.4 | 1.9 | 1.0
N#Cc1ccccc1CSc1nc2ccsc2c(=O)n1Cc1ccccn1 | 2.3 | -0.4 | -0.7 | 0.1 | 0.5 | -0.8 | -0.4 | 10.5 | 2.6
O=S(=O)(c1ccc(S(=O)(=O)N(Cc2ccco2)Cc2ccccc2Cl)cc1)N1CCCC1 | -3.8 | -1.0 | 3.3 | -0.8 | 1.1 | 4.4 | -2.4 | -1.2 | 5.5
COc1ccc(Nc2nc(N)nc(CSc3nccc(C)n3)n2)cc1 | 3.0 | -1.2 | 0.3 | 0.2 | 7.7 | -2.7 | -3.6 | -4.2 | -0.5
COc1ccc(C(=O)Oc2ccc(C)cc2)cc1S(=O)(=O)N1CCOCC1 | -13.9 | / | / | -1.3 | -4.5 | -2.1 | 0.5 | 7.3 | -0.4
COc1ccc2nc3cc(Cl)ccc3c(Nc3ccc(O)c(CN4CCN(C)CC4)c3)c2c1 | -91.5 | -0.4 | / | -0.9 | -24.0 | 2.5 | -2.4 | 0.9 | /
CCOC(=O)[C@@H]1[C@H]2COc3ccc(Br)cc3[C@@H]2N2C(=O)N(c3ccc(F)cc3)C(=O)[C@@]12C | -22.5 | -0.7 | 0.0 | -1.3 | 0.0 | 0.9 | -1.9 | -5.4 | 0.1
CCc1nnc(NC(=O)Cc2c[nH]c3ccccc23)s1 | -7.1 | 1.1 | -0.8 | 0.4 | -5.8 | -0.7 | -0.4 | -1.9 | /
CNc1c(NS(=O)(=O)c2ccc(Br)cc2)c(=O)oc2ccccc12 | -31.1 | -1.5 | -2.3 | -0.5 | 1.8 | -7.0 | -3.1 | -3.0 | 0.9
O=S(=O)(Nc1nc2ccccc2[nH]1)c1ccc(Cl)cc1 | -1.1 | -0.4 | -1.0 | -0.7 | -4.2 | -0.1 | -0.3 | 5.9 | -3.5
OC(c1ccccc1)(c1nc(-c2cccc(C(F)(F)F)c2)cs1)C(F)(F)F (stereo unspecified) | -2.0 | / | / | -0.2 | 3.5 | -4.8 | -7.0 | 6.2 | -1.9
O=C(NC1CCCc2ccccc21)C1CCCC1 (stereo unspecified) | ? | -1.5 | -1.4 | -8.0 | 32.6* | 1.2 | 1.1 | -1.9 | /
O=C1[C@H](Cc2ccccc2)NCCCC[C@@H](c2ccc(Cl)cc2)N1Cc1ccccc1 | -15.0 | -1.1 | / | -0.1 | -5.7 | 2.4 | -3.6 | -5.3 | -2.2
CC1CCCCC1NC(=O)CO/N=C/c1ccc(OC(F)F)cc1 (stereo unspecified) | 0.9 | 1.2 | 0.8 | -0.9 | 4.5 | -0.8 | 0.0 | 1.3 | /
C/C(=N\NC(=O)c1ccc(O)cc1)c1ccc2c(c1)Nc1ccccc1S2 | -6.4 | 5.3 | 2.1 | -1.0 | -2.8 | -0.8 | -4.5 | 0.0 | 1.2
CC(=O)N1CCN(S(=O)(=O)c2cccc(C(=O)OCC(=O)NC(=O)c3cccn3C)c2)CC1 | -5.6 | 0.2 | -0.1 | -0.3 | 0.1 | 0.1 | -4.0 | 3.8 | /
CCc1ccc2[nH]c(=O)c(CN(CCCN3CCOCC3)C(=O)Nc3cccc(Cl)c3)cc2c1 | -7.7 | -0.8 | -0.2 | -0.2 | -2.3 | 1.5 | -9.0 | 1.2 | 0.4
CCN(CC)CCNc1nc(-c2ccccc2)c2c(c1C#N)CC(C)(C)OC2 | 0.1 | -1.4 | 0.3 | -0.1 | -4.3 | 7.1 | -3.1 | 4.7 | 0.8
C[C@H]1CN(C2CCCCC2)C(=O)[C@@H]1CC(=O)Nc1ccc(Br)cc1 | -2.0 | / | / | 0.0 | -0.1 | -1.4 | -1.9 | -0.5 | -0.9
Clc1ccccc1-c1nn2c(Cn3cnc4ccccc43)nnc2s1 | 4.7 | 0.3 | 1.7 | 0.1 | -1.2 | -0.5 | 1.8 | -8.2 | 2.9
Cc1cc(NC(CC(C)C)C(=O)O)nc(Cc2ccccc2)n1 (stereo unspecified) | 6.3 | 1.7 | -2.6 | 0.2 | -0.8 | 3.0 | -4.5 | -6.8 | -1.0
O=C(Cn1cnc2sc(-c3ccccc3)cc2c1=O)N1CCOCC1 | 0.0 | 1.6 | 2.0 | -0.8 | -4.9 | -0.4 | -2.0 | 17.2 | -4.5
Cc1cc(C)c2nc(SCC(=O)Nc3cc(C)on3)c(C)cc2c1 | 6.0 | -1.1 | 0.6 | 1.8 | 1.0 | -2.2 | 0.1 | -4.5 | /
Cc1ccc(S(=O)(=O)NCCC(=O)OCC(=O)NCCc2ccccc2)cc1C | -1.0 | ? | 2.5 | -2.7 | -2.0 | -3.2 | -0.2 | -10.8 | -0.7
CCN(CC(=O)NC1CCCC1)S(=O)(=O)c1ccc(F)cc1 | 6.5 | -0.8 | -1.6 | 0.8 | -1.1 | 0.5 | 0.2 | 1.7 | -1.2
CCOC(=O)C1=CNS(=O)(=O)NC1c1ccc(Br)cc1F (stereo unspecified) | -0.7 | -1.0 | / | -0.1 | -3.9 | 0.2 | -3.2 | -3.6 | 0.3
O=C(COC(=O)CNC(=O)c1ccccc1F)NC1CC1 | / | 1.4 | -2.8 | / | / | 4.5 | -2.9 | 2.5 | 0.4
O=c1c2ccccc2nc(/C=C/c2ccc([N+](=O)[O-])o2)n1CCCO | -18.1 | 0.1 | 3.7 | 4.4 | 7.5 | -5.0 | -0.2 | 15.7 | -3.4
Cc1nc(SCC(=O)NCCc2ccccc2)nc(C)c1C | 0.5 | -2.1 | -1.1 | -1.0 | 1.7 | 5.2 | -0.7 | 8.7 | 0.6
O=C(NNC(=O)c1cc2cc3ccccc3nc2s1)c1ccc(F)cc1 | -17.3 | -0.9 | -0.2 | -0.5 | 1.5 | 4.5 | -1.3 | 33.6* | -2.2
Cc1c(C(=O)N2CCCCCC2(C)C(=O)NCC(C)C)oc2ccccc12 (stereo unspecified) | 3.3 | / | / | 0.4 | -1.0 | 4.5 | -1.5 | 9.1 | -0.8
COc1ccc(-c2cccc(C(=O)Nc3ccc(OC)c(OC)c3)c2)cc1 | -1.3 | -1.7 | 2.2 | -0.5 | -1.0 | 3.5 | -0.8 | 8.1 | -1.4
CC(C)c1ccc(C2=NN(c3ccccc3)C(=O)CC2)cc1 | -14.8 | 0.2 | -2.3 | -1.3 | -0.2 | -0.2 | -1.7 | 0.7 | /
CN(C)c1ccc(N=Nc2ccccc2C(=O)OCC(=O)N2CCCC2)cc1 | -7.9 | 1.3 | -0.4 | 0.4 | -2.0 | -32.0 | -1.9 | 12.9 | /
CCCOc1ccc(CN(C(=O)c2cccc(OC)c2)C2CCS(=O)(=O)C2)cc1 (stereo unspecified) | -1.5 | 0.8 | 2.7 | 1.5 | -2.3 | 2.0 | -0.8 | 9.5 | -1.7
O=C1OCCC1=COCCCCCCOC=C1CCOC1=O | -4.8 | / | / | 0.2 | -0.2 | -3.1 | -4.6 | -5.6 | 3.7
Cc1ccc2nc(Cl)c(C3CC(c4cccs4)=NN3C(=O)CCCC(=O)O)cc2c1 (stereo unspecified) | -4.5 | 0.3 | 0.4 | -0.5 | 0.5 | 0.0 | -1.4 | 14.8 | /
Cc1ccc(-n2c(O)c(/C=N/NC(=O)c3ccncc3)c(=O)[nH]c2=O)cc1C | -3.1 | 0.0 | -1.4 | -0.1 | 0.3 | 1.0 | -2.7 | 17.0 | /
Fc1ccc(-c2c[nH]c(=S)n2Cc2ccccc2)cc1 | -1.2 | -1.0 | 0.1 | -0.6 | -3.1 | 0.7 | 2.1 | -2.6 | /
CCOc1ccc(CC(=O)N/N=C(\C)c2cccnc2)cc1 | -6.7 | -0.1 | -1.4 | 2.8 | -3.1 | -1.0 | -0.7 | 7.2 | 7.9
CCCCCNC(=O)C(=O)C1C(=O)Nc2ccccc21 (stereo unspecified) | -0.5 | ? | -1.1 | 1.0 | -3.8 | -1.8 | 1.5 | 15.8 | -0.1
Cc1ccc(C2NC(=O)c3sc(=S)n(-c4ccccc4)c3N2)cc1 (stereo unspecified) | 0.9 | -1.3 | 0.9 | 0.3 | -2.6 | 0.8 | -2.7 | 8.2 | 0.4
CCOc1ccccc1N(CC(=O)N1CCN(Cc2ccccc2)CC1)S(=O)(=O)c1ccccc1 | -2.3 | / | / | -0.6 | -6.2 | 0.4 | -0.3 | 2.2 | /
CC(=O)NC(Cc1ccccc1)Cc1ccccc1 | -8.7 | -1.7 | -2.1 | 1.9 | 3.6 | 4.8 | -0.4 | 6.0 | 0.8
Cc1ccc(N(C(=O)C(F)(F)F)C(C(=O)NC2CCCCC2)c2cccs2)cc1C (stereo unspecified) | 4.9 | 1.0 | -3.4 | 0.8 | -0.6 | 7.7 | -0.6 | -8.2 | -0.4
C=CCNC(=O)Nc1ccc2oc(C)nc2c1 | 2.3 | -0.3 | -1.4 | 0.0 | 0.3 | 2.2 | -0.4 | 4.6 | -3.7
CC(C)(CO)C(O)C(=O)NCCC#N (stereo unspecified) | 2.3 | -0.6 | 2.9 | -0.4 | -7.2 | -0.9 | -2.8 | -10.4 | 0.5
COc1ccc2cc(/C=C/C(=O)N3CCN(CC(=O)N4CCCCCC4)CC3)ccc2c1 | 5.0 | 0.9 | 7.5 | -0.3 | 0.2 | 30.1* | -0.1 | 13.8 | 2.3
O=C(OCCc1ccccc1)c1cc(O)c(O)c(O)c1 | -0.8 | -0.8 | 1.8 | 0.0 | -0.7 | -0.7 | 2.5 | 4.3 | -0.2
NC(c1csc(Nc2ccccn2)n1)C1CCCCC1 (stereo unspecified) | -3.7 | / | / | 0.1 | -2.3 | -0.3 | -0.6 | 0.4 | 0.7
Cc1ccsc1C(=O)C1CCCN(Cc2cc(C(C)C)n[nH]2)C1 (stereo unspecified) | 3.5 | -1.8 | -2.2 | 0.3 | -0.5 | -3.6 | -4.7 | 2.5 | -1.9
CC(=O)N1CCN(c2ccc(NC(=O)c3cccc(Cl)c3Cl)cc2)CC1 | ? | 0.0 | -1.7 | -4.8 | -4.5 | 1.4 | -1.5 | 3.5 | 0.7
Cc1ccc(NC(=O)/C(=C\c2cccnc2)NC(=O)c2ccccc2)cc1 | -9.7 | -0.2 | 1.3 | 3.8 | 3.2 | 1.1 | 0.0 | -0.3 | 0.3

In a second layout: results already given.
mol	BoNT-F LC inh	PfHsp40 yeast	UGM FP inh	BoNT A protease	Anthrax LF inh2	Mtb FBA inh	FadD28 binding	GDH-TPI counter	BioA inh
N#Cc1ccccc1CSc1nc2ccsc2c(=O)n1Cc1ccccn1	2.3	-0.4	-0.7	0.1	0.5	-0.8	-0.4	10.5	2.6
O=S(=O)(c1ccc(S(=O)(=O)N(Cc2ccco2)Cc2ccccc2Cl)cc1)N1CCCC1	-3.8	-1.0	3.3	-0.8	1.1	4.4	-2.4	-1.2	5.5
